ERG-DNA inh: inhibitors of human ERG Ets domain-DNA interaction; Potency, µM (doses to about 76.9 µM), for inactives: at the top dose FP activity, negative = inhibition, most hits filed as inhibitors; hit rate 0.028% among 370,000; fluorescence polarization, His-ERG Ets domain / labelled DNA; active = well fitted inhibition curve with a large enough effect in the polarisation, with a control signal flat; inconclusive = small, poorly fitted or top-dose-only effect, or effect the other way, or a change in a side signal; inactive = no such curve, though single readings can be large or run the other way; the % refers to the polarisation;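 also: polarization taken with two DNA probes labelled with fluorescein and Texas red; potency is read from the fitted curve at half-maximal effect; % of control where 0% means no effect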
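His-tagged ERG Ets domain (1 uM in the protein solution; 300mM KCl, 50mM Tris-HCl, 1mM EDTA, 1mM DTT, pH 7.5) received compound, then a probe mix of 5 nM fluorescein-DNA and 100nM Texas-615-DNA. Fluorescence polarization was read for both dyes.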
POLH inh: blocks human DNA polymerase eta activity; Q9Y253; recombinant Pol eta, fluorescent DNA replication assay; Potency, µM (titrated, usually from 114 µM), for the others: at the highest dose activity change, negative = inhibition, hits mostly inhibitors; hit rate 1.2% among 390,000; also: potency is read from the fitted curve at half-maximal effect; % is scaled to controls: 0 for no effect and ±100 for the full control effect
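Pol eta (10 nM) was preincubated with compounds for 15 min at room temperature, after which fluorescent replication substrate (50 nM final) was added to start the reaction. Fluorescence was read kinetically at 0 and 10 min.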
Pol beta inh: DNA polymerase beta (human) inhibition; P06746; Pol beta primer extension/strand displacement, fluorescence kinetic; Potency, µM (highest dose often 114 µM), without a hit: at the top dose activity change, negative = inhibition, most hits filed as inhibitors; hit rate 1.3% among 340,000; also: potency is read from the fitted curve at half-maximal effect; % is scaled to controls: 0 for no effect and ±100 for the full control effect
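Enzyme-only controls used 10 nM Pol beta; buffer lacking enzyme served as negative control. Compound preincubated 15 min, then 50 nM substrate added; 0 and 10 min reads at room temperature.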
POLK inh: blocks human DNA polymerase kappa activity; Q9UBT6; purified Pol kappa, fluorescent DNA synthesis assay, 10 min; Potency, µM (doses to about 107 µM), for the others: at the highest dose activity, negative = inhibition, hits mostly inhibitors; hit rate 0.53% among 400,000; also: potency is read from the fitted curve at half-maximal effect; % is scaled to controls: 0 for no effect and ±100 for the full control effect
Target sequence (Q9UBT6 whole entry, looked up): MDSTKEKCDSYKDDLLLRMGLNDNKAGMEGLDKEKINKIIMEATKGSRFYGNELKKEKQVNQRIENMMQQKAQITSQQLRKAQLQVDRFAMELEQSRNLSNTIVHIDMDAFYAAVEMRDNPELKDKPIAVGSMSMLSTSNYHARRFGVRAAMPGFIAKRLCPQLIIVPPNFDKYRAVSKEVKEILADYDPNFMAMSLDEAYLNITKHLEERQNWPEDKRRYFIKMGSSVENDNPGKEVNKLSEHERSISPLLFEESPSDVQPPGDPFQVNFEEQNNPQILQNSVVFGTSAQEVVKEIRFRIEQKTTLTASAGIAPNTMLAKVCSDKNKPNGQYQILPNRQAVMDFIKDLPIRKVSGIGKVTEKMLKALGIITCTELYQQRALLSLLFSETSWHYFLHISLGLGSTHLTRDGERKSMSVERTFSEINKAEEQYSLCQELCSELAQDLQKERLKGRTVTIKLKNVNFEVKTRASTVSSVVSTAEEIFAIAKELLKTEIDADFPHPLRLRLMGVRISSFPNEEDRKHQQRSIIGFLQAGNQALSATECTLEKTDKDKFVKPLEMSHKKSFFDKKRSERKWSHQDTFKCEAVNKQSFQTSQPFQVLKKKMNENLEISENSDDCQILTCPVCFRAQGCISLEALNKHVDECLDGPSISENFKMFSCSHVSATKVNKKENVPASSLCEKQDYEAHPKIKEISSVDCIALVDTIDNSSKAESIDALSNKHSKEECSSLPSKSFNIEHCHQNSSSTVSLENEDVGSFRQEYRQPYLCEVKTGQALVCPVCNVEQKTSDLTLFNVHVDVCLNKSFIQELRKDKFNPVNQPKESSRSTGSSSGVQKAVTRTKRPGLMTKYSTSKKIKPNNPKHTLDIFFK
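Inhibition of 10 nM Pol kappa is measured by a fluorescent read-out at 0 and 10 min following addition of 50 nM substrate (final), with a 15-min room-temperature compound preincubation.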
RGS4 inh: human RGS4 inhibition; P49798; Transcreener GDP fluorescence polarization, RGS4-accelerated GTP hydrolysis; Potency, µM (top dose mostly 114 µM), for the others: at the highest dose activity change, negative = inhibition, usual class: inhibitors; hit rate 0.039% among 390,000; also: potency is read from the fitted curve at half-maximal effect; % is scaled to controls: 0 for no effect and ±100 for the full control effect; nearly all actives have a fitted effect of over 75% in size; some results filed as inactive show a strong effect at the top dose
Target sequence (P49798 whole entry, looked up): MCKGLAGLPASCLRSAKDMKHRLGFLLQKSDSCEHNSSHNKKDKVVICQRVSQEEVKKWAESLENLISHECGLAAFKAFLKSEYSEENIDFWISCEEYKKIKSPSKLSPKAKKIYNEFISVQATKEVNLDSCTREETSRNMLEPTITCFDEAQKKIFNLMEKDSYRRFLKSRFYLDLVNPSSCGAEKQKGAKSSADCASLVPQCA
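MLSMR compounds (23 nl, pin-transferred) preincubated 10 min at room temperature with a 500nM (2x) first reagent, then RGS4 at 900nM (2x) plus Transcreener GDP mix added; fluorescence polarization (620/688 nm) read before and after 90 min at 30 °C.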
Apoferritin bind: binds horse apoferritin like a general anesthetic; hit rate 0.074% among 350,000; apoferritin/1-aminoanthracene competitive binding, fluorescence; Potency, µM (doses to about 77.5 µM), inactives show top-dose activity change, negative = displacement, hits mostly inhibitors; P02791; AID 485281; also: potency is read from the fitted curve at half-maximal effect; % is scaled to controls: 0 for no effect and ±100 for the full control effect; nearly all actives have a fitted effect of over 20% in size
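Horse-spleen apoferritin (10 uM) was mixed with 50% saturated 1-aminoanthracene in PBS, exposed to compounds for 10 min at room temperature, and read for fluorescence (ex 380 nm, em 535 nm). Competitive displacement was fitted with a four-parameter Hill equation.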
ALOX12 inh: ALOX12 (human) lipoxygenase inhibition. hit rate 1.1% among 580,000. P18054. AID 1671190. Potency, µM (top dose mostly 108 µM), for inactives: top-dose activity change, negative = inhibition, actives largely listed as inhibitors. purified 12hLO, xylenol orange hydroperoxide absorbance; also: potency is read from the fitted curve at half-maximal effect; % is scaled to controls: 0 for no effect and ±100 for the full control effect
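Purified human 12hLO at 150 nM in 25 mM Hepes, 0.01% Triton X-100, pH 7.0, preincubated 15 min at room temperature with compound. Reaction started with 40 uM arachidonic acid, 30 min at room temperature. Hydroperoxide measured by Fe-xylenol orange, 573/405 nm absorbance ratio.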
APE1 inh: APE1 (human) endonuclease inhibition; P27695; recombinant APE1, TAMRA/BHQ-2 abasic DNA cleavage fluorescence; Potency, µM (highest dose often 65.8 µM), for inactives: at the top dose activity change, negative = inhibition, usual class: inhibitors; hit rate 0.35% among 350,000;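 also: potency is read from the fitted curve at half-maximal effect; plate controls were vehicle for no effect and reference inhibitor for full effect; nearly all actives have a fitted effect of over 55% in size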
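Endonuclease cleavage of a quenched abasic-site DNA duplex (50 nM) by APE1 (0.75 nM) was tracked by TAMRA dequenching. Compounds were preincubated with enzyme 15 min at room temperature; data normalized to buffer-only and DMSO wells plus NSC13755 control.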
LDHA inh: inhibitors of human lactate dehydrogenase A; purified LDHA, NADH/diaphorase-resazurin fluorescence; active compounds read low; P00338; hit rate 0.15% among 480,000; AID 1347041; activity change, % (values are at about 110 or 230 µM); in the data active = activity change below about -30%; inconclusive = mostly about -25% to -30%;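 also: plate controls were DMSO wells for no effect and wells without enzyme for full effect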
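Enzyme activity of human lactate dehydrogenase 5 (2 nM; 0.06 mM NADH, 0.2 mM pyruvate, 5 min, RT) is measured via a resazurin/diaphorase fluorescence readout of residual NADH.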
Numbers without * were called inactive; ? = inconclusive; . = no result given; [ ] = another dose, or the depositor's remark. Unless noted, calls follow the shape of the dose curve; as a rule, active = well fitted curve in the direction sought with a large enough effect; inconclusive = small, poorly fitted or top-dose-only effect, or another doubt; inactive = no such curve, though single readings can be large; an effect the other way counts as inactive or inconclusive.

SMILES | ERG-DNA inh | POLH inh | Pol beta inh | POLK inh | RGS4 inh | Apoferritin bind | ALOX12 inh | APE1 inh | LDHA inh
O=C1c2oc3ccc(F)cc3c(=O)c2C(c2ccccc2)N1CC1CCCO1 (centres undefined) | 5% | -16% | 5% | 3% | -7% | -6% | 0% | 0% | -2
Cc1cc(C)cc(NC(=O)C2CCCN2S(=O)(=O)c2ccc3c(c2)n(C)c(=O)c(=O)n3C)c1 (centres undefined) | 9% | -11% | 11% | 12% | -26% | -7% | 230%[activator] | -10% | 5
CC1CCc2cc(F)ccc2N1C(=O)CSc1nnc2c(n1)[nH]c1ccc(F)cc12 (centres undefined) | . | -11% | -2% | -6% | -13% | ? | -29%[57.4 µM] | 1% | -9
Cc1cc(=O)n2[nH]c(CCC(=O)O)nc2n1 | 5% | -12% | -16% | -8% | 13% | 6% | -8% | 1% | -5
CCc1ccc(NC(=O)c2ccc3c(c2)c(C)c(C)n3Cc2ccccc2)cc1 | -4% | -18% | -1% | -3% | -6% | 7% | -22% | . | -1
Cc1cccc(N(CC(=O)NCc2ccco2)C(=O)CCC(=O)Nc2nccs2)c1C | 1% | 5% | 29% | -11% | 14% | 0% | -23% | -1% | -7
Cc1nc2sc(C)c(C)n2c(=O)c1S(=O)(=O)NCCc1ccc(Cl)cc1 | 0% | -9% | -2% | -15% | 20% | 9% | -12% | . | -4
Cc1cc(C)n(-c2ccc(C(=O)OCC(=O)Nc3ccc(S(N)(=O)=O)cc3)cc2)n1 | -9% | 4% | . | -20% | -17% | . | -37% | -9% | -3
Nc1ccc(S(=O)(=O)NC2=NCCCCC2)cc1 | -11% | -6% | -10% | -3% | 16% | 8% | 38%[activator] | 19% | -8
CC(=O)Nc1ccc([N+](=O)[O-])c(CS(=O)(=O)c2ccc(C)cc2)c1[N+](=O)[O-] | -10% | -4% | 37% | -4% | -18% | -14% | -10% | 31% | -3
CCc1ccc(NC(=O)c2ccc(C3SCC(=O)N3CCc3ccccc3)cc2)cc1 (centres undefined) | 5% | -9% | -1% | -11% | -5% | -21% | 0% | -4% | -3
COc1ccccc1CCNC(=O)c1cnccn1 | 0% | -8% | -11% | -10% | 2% | 0% | 12% | 1% | -7
CCOC(=O)c1c(C)noc1-c1ccco1 | -1% | 1% | -1% | -2% | -6% | 6% | 0% | -1% | -5
CCCN(CCC)S(=O)(=O)c1ccc(C(=O)N2CCC(=O)c3ccccc32)cc1 | -1% | -4% | 39% | -19% | 5% | ? | -1% | 0% | -1
COc1cccc(-c2cc3nc(-c4ccccc4)cc(=O)n3[nH]2)c1 | 0% | -14% | -3% | 8% | 7% | -3% | 0% | 16% | 1
O=C(Cn1cc([N+](=O)[O-])cn1)Nc1ccccn1 | . | -5% | -1% | -3% | -16% | -8% | 4% | -5% | 1
O=C(CCCn1c(=O)oc2ccccc21)N1CCN(c2ccccn2)CC1 | -8% | -9% | 12% | 3% | -11% | 2% | -9% | -3% | -1
CCN(CC)C(=O)Cn1cc(/C=C(\C#N)C(=O)NC2CC2)c2ccccc21 | -4% | -1% | 59% | -12% | 16% | -16% | ? | -2% | -4
CN(CC(=O)Nc1ccc(N2CCOCC2)cc1)C(=O)c1cn(-c2ccccc2)nc1-c1ccccc1 | -11% | -2% | . | -6% | 1% | . | ? | -9% | -1
Cc1onc(-c2ccccc2)c1C(=O)NCC(=O)Nc1cc(Cl)ccc1Cl | -4% | -9% | . | -13% | -3% | . | 4% | -8% | -12

Part of the list above in a different format.
structure	ERG-DNA inh	POLH inh	Pol beta inh	POLK inh	RGS4 inh	Apoferritin bind	ALOX12 inh	APE1 inh	LDHA inh
O=C1c2oc3ccc(F)cc3c(=O)c2C(c2ccccc2)N1CC1CCCO1 (centres undefined)	5%	-16%	5%	3%	-7%	-6%	0%	0%	-2
CN(CC(=O)Nc1ccc(N2CCOCC2)cc1)C(=O)c1cn(-c2ccccc2)nc1-c1ccccc1	-11%	-2%	.	-6%	1%	.	?	-9%	-1

(more compounds)
SMILES | ERG-DNA inh | POLH inh | Pol beta inh | POLK inh | RGS4 inh | Apoferritin bind | ALOX12 inh | APE1 inh | LDHA inh
O=[N+]([O-])c1ccc(Cl)c(CN2CCSCC2)c1 | -6% | -21% | 13% | -3% | -5% | -17% | -26% | 2% | -3
CC(=O)c1cccc(NC(=O)CCCCCn2nnc3ccccc3c2=O)c1 | -8% | -9% | 0% | 1% | 2% | -17% | 96%[activator] | -8% | -9
COc1ccc(NC(=O)N2CCC(c3nc(-c4cccs4)no3)CC2)cc1 | 1% | -16% | 7% | -4% | 2% | 8% | -16% | 1% | 7
COc1ccc([C@H]2CC(=O)C=C(c3ccc(OC)c(F)c3)C2)cc1 | 1% | -15% | . | -7% | 2% | . | -6% | 7% | -3
O=C(NCc1ccccc1)C(=O)NCC(c1ccco1)N1CCN(c2ccccc2F)CC1 (centres undefined) | -3% | 8% | ? | -6% | -4%[11.4 µM] | 1% | -1% | -8% | -3
CCc1ccc(S(=O)(=O)Nc2ccc(-c3ccc(N4CCCC4)nn3)cc2)cc1 | 4% | 0% | -7% | -6%[60.1 µM] | -9% | -15% | -11% | . | -2
CCC(=O)N1CCN(c2ccccc2NC(=O)c2ccc(OC)c(Cl)c2)CC1 | 4% | -11% | 22% | 1% | ? | -21% | 42%[activator] | 12% | -5
COc1ccc(N(C)C(=O)Cn2c(=O)oc3ccccc32)c(OC)c1 | 6% | -6% | 6% | 0% | -1% | -1% | -5% | 16% | 14
CC1CCN(C(=O)c2[nH]cnc2C(=O)NCCCCCNC(=O)OC(C)(C)C)CC1 | -1% | -5% | . | -20% | 13% | . | 9% | 5% | -15
COc1ccc(-c2cc(C)no2)cc1S(=O)(=O)N(C)c1ccc(C)cc1 | -1% | -19% | -5% | -6% | 4% | 58%[activator] | -2% | 12% | -2
CCOc1ccccc1NC(=O)Nc1ccncc1 | -9% | -18% | -15% | -2% | 15% | -6% | -8% | -16% | -5
O=C(NCc1ccccc1)/C(=C/c1ccccc1)NC(=O)c1ccco1 | -10% | -6% | 45% | 2% | 12% | -7% | -3% | -2%[12.4 µM] | -8
CCc1cccc2c(=O)c(C(=O)NCCN3CCOCC3)c[nH]c12 | 5% | 8% | -11% | -7% | 13% | 7% | -15% | -12% | 0
CCOc1ccccc1C(=O)NC(C(=O)Nc1cccc(S(N)(=O)=O)c1)C(C)C (centres undefined) | -7% | -20% | -15% | 1% | -17% | -14% | -1% | -3% | -4
NC1=NC[C@@H](Cc2ccc(O)cc2)N1CC1CCCCC1 | 12% | 0% | 6% | 3% | 6% | -9% | ? | ? | 2
CCOc1ccc(CNC(=O)Cn2c(=O)c3cccn3c3cccnc32)cc1 | -2% | 6% | 10% | 2% | -25% | -11% | ? | . | -8
CCc1ccc(NC(=O)CN2C(=O)C(c3ccccc3)=NC23CCCCCC3)cc1 | 0% | . | 23% | -6% | 18% | -14% | -23% | . | -13
O=C(NC1CCCCC1)OCCN1CCN(Cc2ccccc2)CCC1=O | . | . | -16% | . | . | -4% | ? | -4% | .
CCOc1ccc(NC(=S)N2C3CCCC2CC(NC(=O)C2CC2)C3)cc1 (centres undefined) | 11% | -11% | 2% | 1% | 0% | -4% | -21% | 64%[activator] | -4
CCOC(=O)c1cnc(Nc2nc3ccccc3o2)nc1CSC(=S)N(CC)CC | -1% | -15% | 5% | -3% | 11% | 6% | 1% | 1% | 0
CSc1ncc(C(=O)Nc2ccccc2C)c(C)n1 | 2% | -3% | 43% | 8% | -12% | -5% | 3% | 0% | 0
Cc1[nH][nH]c(=O)c1C(c1c(C)[nH][nH]c1=O)c1cn(C)c2ccccc12 | -23% | -18% | 0% | -7% | -8% | -24% | ? | -2% | 17
COc1ccc(S(=O)(=O)N2CCCCC2)cc1NC(=O)COC(=O)c1ccco1 | 14% | -29% | . | -21% | -24% | . | 156%[activator] | 14% | -5
CC(C)(C)OC(=O)N1CCC(c2c(C(=O)NCCc3ccsc3)cnn2-c2ccccc2Cl)CC1 | -5% | -10% | -3% | 3% | 28% | -18% | -11% | . | -3
Cc1cc2nc(-c3ccc(NC(=O)c4ccc(OCC(C)C)cc4)cc3)oc2cc1C | 2% | 14% | -7% | -1% | 10% | 1% | -5% | . | -10
COc1ccc(/C(O)=C2/C(=O)C(=O)N(c3ncccn3)C2c2ccc(F)cc2)cc1 (centres undefined) | 17% | -23% | 29% | -4% | 1% | -8% | ? | -4% | 2
CCOc1ccc(/C=N/Nc2cc(C)nc(N3CCOCC3)n2)cc1 | -3% | -28% | 21% | -8% | -14% | -7% | -21% | 3% | 2
C(=N\Nc1nn[nH]n1)/c1ccccc1 | . | -3% | 0% | -9% | 3% | -4% | 4%[57.4 µM] | 0% | 1
CNC(=O)COC(=O)C1CCN(S(=O)(=O)c2ccc3c(c2)OCCO3)CC1 | 5% | -2% | . | -25% | -4% | . | 83%[activator] | 5% | -3
Cc1ccc(NC(=O)CSCc2cc(=O)n3cc(C)sc3n2)c(C)c1 | 1% | -4% | -4% | -3% | -8% | -5% | -11% | -16% | -1
CCCC(=O)N(Cc1cc2cc(C)ccc2[nH]c1=O)c1ccccc1OC | 4% | -7% | -27% | -17% | -3% | 2% | 21% | -3% | -5
CCOC(=O)c1c(NC(=O)c2cc(-c3ccc(Cl)s3)nc3ccccc23)sc(C(N)=O)c1C | . | ? | ? | -18% | -53% | -3% | -19% | -3% | -3

This is a subset; rates above refer to the full screens.
